# Bioassay records deposited in PubChem BioAssay by several laboratories.
# COUP-TFII inh: NR2F2 transcriptional activity inhibitors, primary screen, cell-based, luciferase reporter, HEK293T, luminescence; HEK293T NGFI-A luciferase reporter; inhibition, % at 8.6 µM; AID 686940, 2013; 0.7% of 370,000 active;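 active = inhibition above a per-plate cutoff, mean inhibition of test wells between control levels plus 3 SD, cut at about 38% in these data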;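 also: cells cotransfected with COUP-TFII expression vector driving the NGFI-A reporter; 0% = median of COUP-TF2 test wells and 100% = reporter-only cells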
# NCOA2 inhibitor: inhibition of GAL4-SRC2 driven luciferase reporter, primary screen, SRC2 inhibitor project, cell-based, luminescence | Nuclear receptor coactivator 2 (Homo sapiens), Q15596 | HEK293 GAL4-SRC2 luciferase reporter | inhibition, % at 9 µM | 0.17% of 370,000 active | AID 651957, 2012;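 active = inhibition above the mean inhibition of all tested compounds plus 3 SD, set per campaign, cut at about 52% in these data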;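 also: 0% = DMSO treated cells and 100% = cells given Gossypol at 36 µM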
# LMP1 NFkB inh: EBV LMP1-driven NF-kappaB luciferase reporter inhibitors, primary screen, cell-based, luminescence, single point; LMP1-induced NF-kappaB luciferase reporter cells; inhibition, % at 12.5 µM; 0.69% of 350,000 active; in the data active = inhibition above about 41%;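 also: 0% = neutral control wells and 100% = reference inhibitor control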
# TROY signal inh: inhibitors of TROY-driven NF-kB signaling, primary screen, Q293 LMP1-TROYcd cells, NF-kB luciferase, uHTS. Q293 LMP1-TROYcd NF-kB luciferase reporter, 4 h. inhibition, % at 10 µM. AID 1347056, 2019. 0.98% of 360,000 active;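 active = compounds whose plate-normalised and pattern-corrected inhibition of the luciferase reporter signal at the single screening dose is 50% or more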
# LRH-1 inv ag: LRH-1 (NR5A2) inverse agonists, primary screen, cell-based, luminescence, HEK293T, StAR-luciferase reporter; inhibition, % at 3.6 µM; Nuclear receptor subfamily 5 group A member 2 (Homo sapiens), O00482; 0.13% of 360,000 active; LRH-1 transfected, 24 h;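 active = inhibition above the mean inhibition of all tested compounds plus 3 SD, cut at about 73% in these data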;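 also: 0% = DMSO wells and 100% = reporter-only cells lacking LRH-1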
# NOD2-RIPK2 inh: NOD2-RIPK2 binding disruptors in cells, primary screen, fluorescence, CHO cells, BLA complementation | CCF4 ratio | inhibition, % at 4.98 µM | 0.38% of 360,000 active | AID 624267, 2012; in the data active = inhibition above about 21%;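 also: 0% = vehicle only and 100% = reference blocker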
# Vif inh: HIV Vif self-association inhibitors, primary screen, imaging, HEK293T, single point. HEK293T cells, Vif self-association by quenched fluorescence, 24 h. inhibition, % at 7.49 µM. 0.35% of 340,000 active. AID 602346, 2012; in the data active = inhibition above about 50%, passing the limit was not always enough; also: some results filed as inactive read as strong as hits
# SRC1 inh: SRC1 coactivator transcriptional activity inhibitors, primary screen, cell-based, luminescence | Nuclear receptor coactivator 1 (Homo sapiens), Q15788 | HEK293 GAL4-SRC1 luciferase reporter | inhibition, % at 3.6 µM | 0.12% of 360,000 active | AID 588354, 2011;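 active = inhibition above the campaign mean plus 3 SD, with each screening campaign given its own cutoff, cut at about 60% in these data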;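 also: 0% = DMSO treated cells and 100% = gossypol at 36 µM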
# TLR9-MyD88 block: inhibitors of TLR9-MyD88 association in cells, primary screen, cell-based, CHO, BLA complementation, fluorescence; Toll-like receptor 9 (Homo sapiens) + Myeloid differentiation primary response protein …; inhibition, % at 4.98 µM; 0.21% of 340,000 active; CCF4 FRET ratio;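 active = inhibition above the mean over all tested compounds plus 3 SD, cut at about 21% in these data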;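 also: 0% = DMSO only wells and 100% = clavulanate BLA inhibitor control wells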
# TRAIL sens C8: viability loss with TRAIL in NB7+C8 cells, primary screen, TRAIL sensitizer project, cell-based, ATPlite luminescence; inhibition (viability loss, TRAIL sensitization), % at 10 µM; 1% of 360,000 active; AID 624354, 2012;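 active = compounds causing at least 50% loss of cell viability in the single-dose screen, relative to plate controls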
# NCOA3 inh: SRC3 coactivator transcriptional activity inhibitors, primary screen, cell-based, luminescence; HEK293 GAL4-SRC3 luciferase reporter; inhibition, % at 3.6 µM; 0.17% of 360,000 active; AID 588352, 2011;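 active = inhibition above a per-campaign cutoff, the mean of all compounds plus 3 SD, cut at about 60% in these data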;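 also: 0% = DMSO-treated cells and 100% = gossypol-treated cells at 36 µM; higher means less SRC3-driven luciferase light from the GAL4 reporter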
# Target sequence (Q9Y6Q9 whole entry, looked up, the tested form may be a part): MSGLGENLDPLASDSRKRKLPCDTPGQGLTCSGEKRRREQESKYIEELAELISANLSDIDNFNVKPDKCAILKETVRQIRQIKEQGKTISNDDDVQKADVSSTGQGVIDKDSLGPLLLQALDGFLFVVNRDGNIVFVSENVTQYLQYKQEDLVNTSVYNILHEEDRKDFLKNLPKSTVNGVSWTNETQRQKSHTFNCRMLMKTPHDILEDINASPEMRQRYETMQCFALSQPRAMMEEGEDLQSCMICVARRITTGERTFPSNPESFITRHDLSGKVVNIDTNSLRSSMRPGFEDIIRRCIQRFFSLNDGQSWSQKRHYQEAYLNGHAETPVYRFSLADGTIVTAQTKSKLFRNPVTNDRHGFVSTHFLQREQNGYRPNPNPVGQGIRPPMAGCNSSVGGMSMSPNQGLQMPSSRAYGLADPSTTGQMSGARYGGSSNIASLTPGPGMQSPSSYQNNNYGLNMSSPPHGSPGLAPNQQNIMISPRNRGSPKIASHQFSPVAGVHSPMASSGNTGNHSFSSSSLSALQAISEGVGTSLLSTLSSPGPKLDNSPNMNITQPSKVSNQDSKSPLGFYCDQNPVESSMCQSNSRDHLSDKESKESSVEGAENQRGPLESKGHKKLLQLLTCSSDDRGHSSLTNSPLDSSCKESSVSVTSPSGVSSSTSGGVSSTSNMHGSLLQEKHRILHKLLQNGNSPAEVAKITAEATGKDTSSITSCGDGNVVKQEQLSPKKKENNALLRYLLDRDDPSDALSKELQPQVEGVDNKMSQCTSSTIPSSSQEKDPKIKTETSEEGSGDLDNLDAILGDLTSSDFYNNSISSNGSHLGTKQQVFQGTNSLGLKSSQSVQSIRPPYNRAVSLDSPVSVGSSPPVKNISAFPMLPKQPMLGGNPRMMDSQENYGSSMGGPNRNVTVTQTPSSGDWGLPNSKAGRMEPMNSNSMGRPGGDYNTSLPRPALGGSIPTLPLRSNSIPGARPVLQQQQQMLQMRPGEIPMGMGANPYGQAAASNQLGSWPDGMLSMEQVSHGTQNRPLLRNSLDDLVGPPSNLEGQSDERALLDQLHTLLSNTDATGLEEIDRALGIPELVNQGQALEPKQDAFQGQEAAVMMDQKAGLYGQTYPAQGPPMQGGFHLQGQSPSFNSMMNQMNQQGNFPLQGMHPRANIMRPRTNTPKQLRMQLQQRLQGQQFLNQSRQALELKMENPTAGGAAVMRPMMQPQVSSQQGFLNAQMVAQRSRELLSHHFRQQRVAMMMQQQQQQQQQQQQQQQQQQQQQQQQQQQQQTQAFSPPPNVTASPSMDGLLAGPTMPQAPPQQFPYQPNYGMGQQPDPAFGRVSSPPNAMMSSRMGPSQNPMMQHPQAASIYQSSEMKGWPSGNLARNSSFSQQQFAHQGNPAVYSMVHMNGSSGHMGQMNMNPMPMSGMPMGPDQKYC
# * = called active by the depositor; . = not tested or not shown; & = joins results of further samples; ! = not active in a repeat. A portion of the library (hit frequency here may not be typical).
SMILES,COUP-TFII inh,NCOA2 inhibitor,LMP1 NFkB inh,TROY signal inh,LRH-1 inv ag,NOD2-RIPK2 inh,Vif inh,SRC1 inh,TLR9-MyD88 block,TRAIL sens C8,NCOA3 inh
CCCNC(=O)C1(C)CCCN(CCOc2ccccc2)C1 (stereo not drawn),13,10,.,12,-20,-9,.,10,.,-13,5
CNc1nc(NCc2cccc(OC)c2)c2sccc2n1,25,20,.,4,39,0,.,-12,.,-11,10
CC(C)NC(=O)NC(=O)COc1cccc2c1OC(C)(C)C2,0,-19,-26,-19,15,-6,-27,-2,-5,-1,-12
Cn1c(=O)c2[nH]c(N=NN3CCCCC3)nc2n(C)c1=O,-5,13,0,7,15,-9,23,-3,10,-5,3
COc1ccc(N(C(=O)CNC(=O)c2ccco2)C(C(=O)NC2CCCC2)c2ccc(C)o2)cc1 (stereo not drawn),-15,0,-1,23,1,-1,16,5,-2,-6,-21
CC(C)N(C(=O)[C@H]1C[C@H](CC(=O)NCc2ccco2)C(=O)N2CCc3c([nH]c4cc(-c5ccco5)ccc34)[C@]12C)C(C)C,14,-26,16,1,9,6,0,-5,-2,-3,-10
CN1CCN(S(=O)(=O)c2ccc(NC(=S)NC(=O)c3ccccc3)cc2)CC1,-6,0,2,-13,16,-11,1,-4,-5,-13,-17
CC1(C)Cc2noc(N)c2C(C)(C)N1OC(=O)c1ccco1,-13,1,-5,10,10,1,.,-15,4,-4,1
O=C(N/N=C/c1cc([N+](=O)[O-])cc(Br)c1O)C12CC3CCC(CC(C3)C1)C2,0,-9,14,16,6,-9,-7,-5,-4,-1,-7
O=C1CC(Cc2ccccc2)C(=O)N1CCc1ccc2c(c1)OCO2 (stereo not drawn),2,8,-1,-11,-11,-5,.,12,-6,-6,10
O=c1c2ccccc2sn1-c1nccs1,-14,3,3,-26,18,18,7,-9,.,-19,7
Cc1ccc(N=Cc2nc(-c3ccc(C)cc3)oc2O)cc1,-6,-16,-11,-28,-8,4,-2,-4,1,5,-7
CCn1c(NCCCO)nc2c(c1=O)C(C)(CC)Cc1ccccc1-2 (stereo not drawn),4,-5,7,-10,2,12,10,11,2,3,13
COc1ccc(NC(=O)c2ccccc2SC)cc1OC,6,-24,-3,2,-3,-4,17,-16,5,-13,-7
CCOC(=O)C1(Cc2ccccc2C(F)(F)F)CCN(CCCn2cccn2)CC1,6,1,6,-12,13,-5,3,4,1,11,14
O=S1(=O)CCN2C(=N1)Sc1c2ccc2c1CCCC2,-35,-31,0,-40,-16,1,3,-45,-9,11,1
O=C(c1cc(-c2ccccc2)nn1CC1CC(c2cccnc2)=NO1)N1CCOCC1 (stereo not drawn),4,-1,-8,-18,36,3,30,4,-5,-5,4
CC1CN(C2CCCCC2)c2nc3c(c(=O)n(C)c(=O)n3C)n2C1 (stereo not drawn),-2,5,-6,-3,-4,-2,3,5,-5,18,17
CCN1CCN(C(=O)C2=CC(c3ccc(OC)cc3)=NS(=O)(=O)N2C)CC1,-15,-25,-11,8,-9,-12,5,2,1,3,3
COc1cc(C(=O)NC(C)CCn2cccn2)ccc1OC1CCN(C(C)=O)CC1 (stereo not drawn),-10,13,-6,-17,-27,-12,7,10,-7,11,8
CCOC(=O)C1CCCN(C2CC(=O)N(c3ccccc3)C2=O)C1 (stereo not drawn),-2,-3,2,-5,-3,-9,1,5,-7,-5,8
COc1ccc(C2NC(=O)Cc3cc(OC)c(OC)cc32)cc1OC (stereo not drawn),-5,-10,-5,-10,14,0,1,5,-12,-14,8
Cc1ccc2nc(N3CCN(S(=O)(=O)c4ccc5c(c4)OCCO5)CC3)c(C#N)cc2c1,-5,4,3,-2,21,-3,0,8,-1,-2,1
Cc1onc(-c2c(Cl)cccc2Cl)c1C(=O)N(C)Cc1ccccc1,12,13,6,-12,12,7,0,9,1,3,-5
N#Cc1cccc(NC(=O)c2cc(C3CCCCN3C(=O)CCc3ccccc3)on2)c1 (stereo not drawn),-6,22,.,20,22,-8,-6,-24,.,6,12
COc1ccc(CCN2C(=O)NC(NS(=O)(=O)c3ccc(Cl)cc3)(C(F)(F)F)C2=O)cc1OC (stereo not drawn),3,-13,-7,-3,-20,-4,-8,-2,7,-2,13
CN(c1ccccc1)S(=O)(=O)c1ccc(C(=O)OCC(=O)NCc2cccs2)cc1,17,-5,-6,3,16,6,14,8,6,3,15
O=C(OCc1cnc(Cl)s1)c1c(F)cccc1F,10,-27,-7,-9,-1,-9,-1,4,-8,-6,19
COc1cccc(CC(=O)Nc2ccc3c(c2)OC2(CCCC2)O3)c1,11,0,1,-42,-23,-6,-10,-55,2,-3,-17
Cc1ccc(-c2cc3ncc(C#N)c(N)n3n2)cc1,-30,-98,-12,-61,-72,-7,4,-69,-15,16,-50

# The last two entries of the part above come first, to join the parts:
SMILES,COUP-TFII inh,NCOA2 inhibitor,LMP1 NFkB inh,TROY signal inh,LRH-1 inv ag,NOD2-RIPK2 inh,Vif inh,SRC1 inh,TLR9-MyD88 block,TRAIL sens C8,NCOA3 inh
COc1cccc(CC(=O)Nc2ccc3c(c2)OC2(CCCC2)O3)c1,11,0,1,-42,-23,-6,-10,-55,2,-3,-17
Cc1ccc(-c2cc3ncc(C#N)c(N)n3n2)cc1,-30,-98,-12,-61,-72,-7,4,-69,-15,16,-50
Cc1ccccc1-n1c(C)cc(/C=N/NC(=O)c2ccc(CN3CCOCC3)cc2)c1C,-9,-38,7,1,5,-8,-15,-16,0,4,3
COc1ccc(C(=O)O)cc1NC(=S)NC(=O)Cc1ccc(Cl)cc1,-12,10,3,16,13,-6,4,4,-1,-7,-37
COc1ccccc1N1CCN(C(=O)C(=O)c2cn(CC(=O)N3CCCCCC3)c3ccccc23)CC1,14,12,1,-7,-9,-3,-7,0,10,5,11
COc1ccc2c(c1)/C(=C\c1cccc(/C=C3/C(=O)Nc4ccc(OC)cc43)n1)C(=O)N2,70*,55*,89*,31,22,-4,-2,3,-3,14,19
C=CCN(CC=C)C(=O)COC(=O)c1ccc(Sc2ncn[nH]2)c([N+](=O)[O-])c1,1,-22,0,3,-7,-5,14,-7,11,2,4
COc1cc(OC)cc(C(=O)N[C@H](C(=O)Nc2ccc3c(c2)OCO3)C(C)C)c1,-10,2,-1,-18,-13,0,91*,1,-7,-7,-18
O=C(Oc1ccc(Br)cc1C(=S)N1CCCC1)c1ccccc1F,-10,7,14,20,7,-7,-5,6,-1,2,11
COc1cccc(C(=O)Nc2ccccc2F)c1,-11,-72,7,-43,-40,2,.,-75,0,8,-34
Cc1ccc2nc(NC(=O)CN3CCOCC3)sc2c1,-19,-33,-5,-63,-52,-7,.,-47,0,-7,-38
CCCCNC(=S)N1CCN(C(c2ccccc2)c2ccccc2)CC1,6,-17,-8,-8,0,3,11,-1,2,2,7
Cc1cccc(N2CC(C(=O)NC3CCCCCC3)CC2=O)c1C (stereo not drawn),-3,37,-2,2,-12,3,10,-12,-11,-7,1
CCOc1ccc(C(=O)CCC(=O)O)cc1,.,.,-1,-3,-24,2,5,-6,-8,8,-1
COC(=O)C(Cc1ccccc1)NC(=O)CC(C)CC(=O)Nc1ccc(C)cc1 (stereo not drawn),-5,-31,8,-9,4,5,12,2,2,0,-10
O=C(NC(=S)N1CCCC(C(F)(F)F)C1)c1ccc(F)cc1 (stereo not drawn),11,-11,-1,-8,0,-3,-1,0,-2,17,-1
CCOC(=O)c1csc(-c2ccc([N+](=O)[O-])cc2)n1,-9,-11,-6,-44,-24,-7,1,-59,-1,-2,-15
Cc1ccc(CC(=O)NC2CCCc3ccccc32)cc1C (stereo not drawn),-7,-11,4,-13,11,-6,-4,-22,7,-9,8
Cn1c(=O)c2c(n3cnnc13)-c1ccccc1CC21CCCC1,15,-6,7,14,23,-12,-10,16,-2,4,17
C/C(=N\Nc1ccc(C)c(Cl)c1)c1ccncc1,4,-5,-21,-11,-13,-1,-8,12,-1,-29,-7
COc1cccc(NC(=O)CN2CCN(C(=O)c3ccco3)CC2)c1,1,-10,-6,-27,-19,-10,3,-3,-2,0,0
COc1ccc(C=O)cc1OC1C=CCCC1 (stereo not drawn),10,-16,-13,-11,13,-13,-4,6,-1,3,0
O=C(CO)N/N=C/c1c2ccccc2cc2ccccc12,2,-23,-11,-55,4,-3,-4,-9,-15,-8,3
O=C(C/C=N/OCc1ccc(Cl)cc1Cl)c1ccccc1,1,-17,9,-23,-4,-11,2,-19,1,0,-28
O=C(Nc1cccc(OCC(=O)N2CCOCC2)c1)c1cccc(Cl)c1,-16,10,-1,10,-8,2,15,-7,6,-17,7
CC(=O)Nc1ccc2c(c1)ncn2C,2,9,-10,-8,-11,0,-2,-10,-10,-25,-23
O=C1NC(=Nc2ccccc2)S/C1=C\c1ccccc1,3,-11,-7,-15,11,-1,-18,-19,-7,6,-35
CCOC(=O)c1cccc(NC(=O)/C=C/c2ccc3c(c2)OCO3)c1,-15,-4,9,51*,-56,-3,-11,-11,-9,85*,-12
CC(C)n1c(C(=O)OCC(=O)NCc2ccc3c(c2)OCO3)cc2sccc21,7,-27,0,26,6,0,.,-5,1,-3,-4
CCOC(=O)c1c(NC(=O)CN2C(=O)NC(C)(c3ccccc3)C2=O)sc(C)c1C (stereo not drawn),-4,-6,-12,-20,-16,7,4,8,16,2,12
CC(C)(C)C(=O)O/N=C(\N)c1c(Cl)cccc1Cl,-3,17,-2,10,-12,0,9,-4,-2,-2,0
O=C(N[C@@H](Cc1ccccc1)C(=O)NC1CC1)c1ccc(Cl)cc1,-17,7,-12,-30,-15,-8,-13,-7,15,4,-70
O=S(=O)(NC1CC1)c1ccc(S(=O)(=O)N2CCc3ccccc32)cc1,-3,9,-12,6,15,10,-11,-6,5,11,11
COC(=O)[C@@]12C[C@@H](CC(=O)NCCC(C)C)C(=O)N(Cc3cccc4ccccc34)C1=CCC(C)(C)C2,9,7,.,.,25,4,.,.,.,4,.
COC(=O)c1cccc(Nc2c3c(nc4ccccc24)CCC3)c1,17,-8,6,7,15,-7,-12,6,-1,17,16
CCN1/C(=C/C(C)=C/c2sc3ccccc3[n+]2CC)Sc2ccccc21,72*!,-8&-24,-10,33&26,77*,4&3,-6,39,2,50*,70*
NC(N)=N/N=C/c1ccc(Br)cc1,4,10,5,5,-6,9,2,7,3,7,29
